bCat nuc transl: beta-catenin nuclear translocation modulation; nuclear translocation activity, % at 5 µM; HeLa beta-catenin nuclear translocation, immunofluorescence imaging; hit rate 0.3% among 190,000;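 active = nuclear translocation activity above 50% at 5 µM, with a well cell count of 50 or more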;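 note: per-cell ratio of nuclear to cytoplasmic median beta-catenin stain intensity; plate controls were DMSO negative control for no effect and GSK-3 inhibitor IX positive control for full effect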
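System: Human HeLa cells, endogenous beta-catenin | Compound dosing: 5 µM primary, 0.02–20 µM confirmation | Timing: 24 h compound exposure at 37°C, 5% CO2 | Measured by: Fluorescence imaging of beta-catenin antibody stain plus DAPI | Read-out basis: % activation of per-cell nuclear versus cytoplasmic median beta-catenin signal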
Insulin prom up: MIN6 insulin promoter up-regulation; z-score at 5 µM; MIN6 insulin promoter-GFP reporter, high-content imaging; stronger effect = higher value; hit rate 0.3% among 190,000;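 active = z-score above 3 at 5 µM with at least 500 cells counted in the well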
Yfh1-off respiration: mitochondrial function rescue without frataxin homolog – Friedreich's ataxia, plus single-dose screen, dose response (AID 1465); S. cerevisiae Yfh1-off respiration, WST-1 reduction, 72 h; higher fold induction means a stronger effect; one-dose fold induction at 50 µM; EC50 in µM for titrated hits; hit rate 0.074% among 220,000;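 active = fold induction of absorbance versus untreated yeast above a set limit, then at least 30% activation at any dose in follow-up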;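 note: activators that raise dye reduction in frataxin-depleted yeast; strong numbers were not always called active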
PMI inhibition: human PMI inhibitors, high substrate, primary screen, biochemical, fluorescence intensity, high mannose 6-phosphate (AID 1220) | recombinant PMI enzyme, coupled fluorescence intensity; higher % means a stronger effect | hit rate 0.66% among 190,000 | inhibition, % at 20 µM, or IC50 in µM where a hit was titrated
WT yeast gro inh: growth inhibition of WT yeast, mitochondrial fusion screen | hit rate 2.1% among 190,000 | inhibition, % at 10 µM | mitochondrial fusion phenotypic screen, WT strain; in the data active = inhibition above about 58%; tested in S. cerevisiae
PMI inhibitors: MPI enzyme activity inhibition – biochemical, fluorescence intensity, coupled assay, primary screen (AID 1209); purified PMI enzyme, coupled fluorescence intensity; higher % means a stronger effect; inhibition, % at 20 µM, or IC50 in µM where a hit was titrated; hit rate 0.42% among 190,000;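 note: plate controls were DMSO vehicle for no effect and wells lacking substrate for full effect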
Dynein cargo inh: dynein cargo transport inhibition | 3617.4 mouse cells, GR-EGFP nuclear translocation imaging; test concentration mostly 20 µM; stimulated with dexamethasone, 1 µM; stronger effect = lower value | z-score, hits read low | hit rate 0.47% among 220,000;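 active = plate z-score of nuclear minus cytoplasmic receptor signal below a set negative limit, without overly bright fluorescence or cell loss, cut at about -3.5 in these data, passing the limit was not always enough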;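 note: z-score of nuclear minus cytoplasmic ring GR-EGFP intensity difference per well; some compounds called inactive have numbers as strong as hits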
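Buffer or medium: tet-free, stripped-serum medium; reagent: dexamethasone at 1.0 µM final, 30 min; incubation: 48 h induction, 1 h compound, 30 min dex at 37 °C; measured by: formaldehyde fixation, Hoechst nuclear stain, 10x automated fluorescence imaging; read-out: nuclear-to-cytoplasmic GR-EGFP distribution per well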
MT stabilize HCS: stabilizes microtubules in HeLa cells | AID 2205 | % tubulin-high responders, % at 10 µM | HeLa tubulin immunostaining HCS, 24 h; share of cells brighter than vehicle mean+2SD | hit rate 0.83% among 200,000;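 active = plate Z-score above 3 for both tubulin-high and condensed-nucleus cell shares, with cell loss under 80%, at 10 µM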;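 note: anti alpha tubulin signal scored within the nucleus-defined area of each cell; some results filed as inactive read as strong as hits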
Autophagy HCS: alters autophagy in cells | MEF GFP-LC3 puncta imaging; test concentration mostly 10 µM | calls only at 10 µM (by protocol) | hit rate 0.98% among 190,000 | AID 463193;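 active = percentage of spot-positive cells more than 3 SD above its plate mean, without a fluorescence outlier flag or 80% toxicity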;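 note: spot-positive cell cutoff set from DMSO-treated cells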
WT yeast gro inh mutant strain: further read-out of WT yeast gro inh, marked with its call; inhibition, %; mitochondrial fusion phenotypic screen, mutant strain inhibition
Dynein cargo inh cytoplasmic EGFP: also measured in Dynein cargo inh; calls as there; z-score; measured here: cytoplasmic GR-EGFP intensity; stronger effect = higher value
Dynein cargo inh nuclear GR-EGFP: recorded beside Dynein cargo inh, whose call it bears; z-score; measured here: nuclear GR-EGFP intensity;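 lower value marks the stronger effect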
Dynein cargo inh cell count: also measured in Dynein cargo inh; calls as there; z-score; measured here: cell count per field
Insulin prom up cell count: further read-out of Insulin prom up, marked with its call; cell count; measured here: cytotoxicity, nuclei count;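 total cells summed across four imaged fields per well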
bCat nuc transl cell count 5 µM: also measured in bCat nuc transl; calls as there; cell count; measured here: cell count, cytotoxicity flag
MT stabilize HCS Hoechst-high %: second read-out of MT stabilize HCS, no call of its own (marks repeat the call); % Hoechst-high responders; measured here: nuclear condensation Hoechst responders;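 share of cells brighter than vehicle mean plus two SD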
MT stabilize HCS cytotoxicity %: recorded beside MT stabilize HCS, whose call it bears; toxicity, %; measured here: cytotoxicity by cell density;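 0% = mean cell density of plate MIN control wells and 100% = no cells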
Autophagy HCS cell loss 18 h: also measured in Autophagy HCS; calls as there; toxicity, %; measured here: cell loss, nuclei count;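 cell loss after 18 h compound exposure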
* marks the source's active call; other numbers are inactive results; i = inactive; · = no result given. Cut-off read from the data, not from the text of the source, unless noted: active = inhibition above about 50%; inactive = the rest. Hits appear at their usual frequency; about 5% have a hit in one of these screens.

SMILES	bCat nuc transl	bCat nuc transl cell count 5 µM	Insulin prom up	Insulin prom up cell count	Yfh1-off respiration	PMI inhibition	WT yeast gro inh	WT yeast gro inh mutant strain	PMI inhibitors	Dynein cargo inh	Dynein cargo inh cytoplasmic EGFP	Dynein cargo inh nuclear GR-EGFP	Dynein cargo inh cell count	MT stabilize HCS	MT stabilize HCS Hoechst-high %	MT stabilize HCS cytotoxicity %	Autophagy HCS	Autophagy HCS cell loss 18 h
CCCc1cc(=O)[nH]c(SCc2ccccc2)n1	-0.3	942	-0.44	1353	i	10%	-2	-5	14%	2.6	-0.21	1.5	-1.7	4.4	1.7	1.3	i	-1
Oc1cccc(/C=N/N2CCN(C3c4ccccc4-c4ccccc43)CC2)c1	-0.2	1268	-0.14	1366	i	·	·	·	·	0.035	-0.3	0.054	0.79	·	·	·	·	·
COc1ccc(C(CC(=O)O)NC(=O)c2ccco2)cc1OC (stereo unspecified)	-2.4	976	0.15	1251	i	8%	-3	-3	-2%	-0.29	-0.21	0.015	0.82	2.1	1.7	7.9	i	45
O=C(NCc1ccco1)c1nc(-c2ccccc2)n(-c2ccccc2)n1	-9.4	942	0.38	1155	i	2%	9	3	-3%	1.5	-0.18	1.2	0.011	2.2	2.8	12	i	-8
CSc1nc2ncc3c(n2n1)CC(C)(C)CC3=O	0.9	1464	0.57	1461	i	8%	-2	2	-2%	-1.1	-0.04	-0.42	0.82	3.6	2.0	3.4	i	15
CNC(=S)N1CCC(NC(=O)C(Cc2ccc(F)cc2)NC(C)=O)CC1 (stereo unspecified)	-1.5	1088	·	·	i	-3%	1	14	-1%	-0.13	-0.28	-0.13	-0.088	1.9	2.4	6.6	i	-4
CCOC(=O)c1c(C)n(C)c2cc(-c3cccc(C(F)(F)F)c3)c(O)cc12	-0.1	529	-0.25	1149	i	10%	3	0	-1%	0.63	-0.16	-0.013	-0.9	2.5	2.1	6.4	i	6
O=C(CN(Cc1ccc(F)cc1)S(=O)(=O)c1ccc(S(=O)(=O)N2CCOCC2)cc1)Nc1ccccc1	-0.3	964	-0.14	1302	i	-4%	8	-10	0%	-0.26	-0.25	-0.36	0.33	2.3	3.7	8.6	i	-8
NS(=O)(=O)c1ccc(CNC(=O)/C=C/c2c(F)cccc2Cl)cc1	0.0	1533	0.38	1327	i	-7%	-11	17	-4%	0.13	-0.28	0.016	-0.3	2.6	1.4	9.0	i	-4
COc1ccc(OC)c2c1C(=O)c1ccccc1C2=O	1.0	1430	1	1490	i	-55%	-3	-9	-26%	-0.5	-0.1	0.45	-0.35	2.5	1.5	7.3	i	-11
O=C(NCCCN1CCCC1=O)c1cc(NS(=O)(=O)c2ccc(F)cc2)cc(NS(=O)(=O)c2ccc(F)cc2)c1	-4.0	1131	0.26	915	i	-6%	-4	-11	-1%	-2.3	0.69	-0.33	0.45	1.4	1.5	7.2	i	-9
CC(C)CC(=O)NC(=S)Nc1cccc(NC(=O)c2ccccc2)c1	-0.8	537	-0.41	1142	i	12%	34	18	14%	0.61	-0.17	0.56	-0.96	2.8	1.8	2.6	i	17
COc1ccc(CCNC(=O)COC(=O)/C=C/c2ccc(OCC#N)c(OC)c2)cc1	·	·	-0.08	1420	i	10%	-8	-20	5%	-0.08	-0.21	-0.3	-1.2	2.3	2.4	6.3	i	17
CCCc1c(O)nc(SCCN(CCC)CCC)[nH]c1=O	-5.8	906	1	1190	i	-7%	12	24	-1%	0.44	-0.2	0.5	0.94	4.4	2.2	7.3	i	-3
CC1=NN(C(=O)c2cc(C)nn2C)C(O)(C(F)(F)F)C1 (stereo unspecified)	-3.9	580	0.6	1274	i	-21%	-12	-28	-24%	-1	-0.25	-0.85	0.77	1.3	2.8	9.1	i	-47
Cc1cc(C(C)(C)C)nc2[nH]n(-c3ccccc3)c(=O)c12	·	·	-0.76	850	i	7%	-17	-28	8%	1.5	-0.067	0.88	-1.9	1.3	1.9	8.8	i	-5
CC(C)C(NC(=O)c1ccco1)C(=O)NCC(c1ccco1)N1CCCCC1 (stereo unspecified)	·	·	-0.33	1128	i	14%	5	18	18%	0.1	-0.21	0.55	0.94	4.3	1.7	2.0	i	-2
CCN(CC)CCNC(=O)NC(=O)c1ccc(Cl)cc1	·	·	0.46	1203	i	45%	-1	7	16%	-0.84	-0.087	-0.77	0.87	5.5	2.1	5.0	i	-2
COc1cc(C2CC(=O)c3c([nH]c(C(=O)OCCOC(C)C)c3C)C2)cc(OC)c1OC (stereo unspecified)	0.6	1108	·	·	i	23%	14	1	21%	-1.2	0.055	-0.38	-0.18	2.8	2.0	4.9	·	·
CCC(C)(C)n1c(=O)[nH]c2c(c1=O)CCC2	2.1	1118	0.49	1303	i	4%	3	14	7%	-0.59	-0.25	-0.1	0.71	3.5	1.6	4.2	i	-1
COc1ccc(N(CC(=O)Nc2ccc(F)c(Cl)c2)S(=O)(=O)c2c(C)noc2C)cc1	-0.5	1112	-0.01	1325	i	19%	7	-13	22%	1.1	-0.24	1	0.63	5.8	1.4	5.8	i	-1
COc1ccc(CC(=O)Nc2cc3oc4ccccc4c3cc2OC)cc1	0.9	963	0.21	1353	i	20%	24	1	26%	-0.52	-0.13	-0.36	-0.019	1.7	4.5	10	i	-13
S=c1[nH]nc(-c2cccnc2)n1-c1ccccc1	5.5	397	·	·	i	-4%	-20	7	-3%	-0.082	-0.27	-0.068	0.48	4.0	1.6	4.0	i	-4
OC(CN1CCN(c2ccccn2)CC1)Cn1c2ccccc2c2ccccc21 (stereo unspecified)	-0.5	1052	-0.24	1792	i	26%	38	45	31%	-0.69	0.14	-0.068	-0.37	2.7	1.7	3.7	i	2
C[C@@H](O)c1nc2ccccc2n1N	-3.0	574	0.21	1405	i	3%	-14	-6	-3%	-0.25	-0.073	-0.48	1.1	1.9	2.0	5.9	i	5
Cc1ccc(CNS(=O)(=O)c2cn(C)cn2)cc1	·	·	-0.1	945	i	-5%	-6	-14	0%	-1.1	-0.46	-0.62	0.64	1.3	1.7	5.5	i	5
Brc1c(OCCOCCn2cncn2)ccc2ccccc12	-1.0	1085	-0.14	1220	i	16%	8	7	13%	-1.3	-0.22	-0.75	0.5	4.0	3.9	7.2	i	3
CS(=O)(=O)c1ccc2nc(NC(=O)c3cccc(NS(=O)(=O)c4ccc(F)c(F)c4)c3)sc2c1	-1.7	1107	-0.13	1523	i	39%	-8	3	17%	-0.2	-0.19	-0.22	-0.35	4.6	2.2	2.8	i	8
CC(C)CN1CCN(Cc2nc(C(C)C)cs2)CC1CCO (stereo unspecified)	3.2	961	0.21	1531	i	-1%	-12	2	2%	-0.39	-0.26	0.004	-0.29	1.4	2.1	4.3	i	52
COc1ccc(/C=N\NC(=O)c2sc(N)nc2C)cc1OC	·	·	·	·	i	-3%	48	30	9%	0.16	-0.23	-0.2	0.004	1.3	3.1	11	i	11
O=C(CSc1nc2ccccc2o1)Nc1ccc(Cl)cc1	1.0	1012	-0.24	991	i	-8%	33	27	-7%	-0.31	-0.19	-0.063	0.91	1.5	2.0	1.5	i	-1
CCOC(=O)N1CCN(c2c(N3CCN(c4ccccc4F)CC3)c(=O)c2=O)CC1	-0.2	1303	-1.1	1129	i	·	·	·	·	-0.45	-0.18	-0.095	-0.58	·	·	·	·	·
COc1ccc(S(=O)(=O)N2CCOCC2)cc1NC(=O)CSc1ncnc2ccccc12	1.6	1045	-1.5	1233	i	15%	-18	11	16%	-0.82	-0.29	-0.077	0.34	3.4	4.3	5.5	i	1
O=[N+]([O-])c1ccc(N2CCN(Cc3ccccc3)CC2)nc1	-2.1	1089	1.3	1195	i	10%	-3	4	-11%	-1.1	-0.11	-0.92	1.5	4.4	3.8	11	i	10
COc1ccccc1C(=O)OCCCN=C1NS(=O)(=O)c2ccccc21	-2.0	1142	0.12	1355	i	1%	-7	2	7%	0.5	-0.37	0.17	0.89	2.5	2.6	1.8	i	-2
CCOC(=O)C1=C(C)NC(=O)C(C#N)C1c1ccncc1 (stereo unspecified)	·	·	·	·	i	19%	-5	-1	13%	-0.19	-0.13	-0.25	0.29	1.0	1.2	6.2	i	-3
CC#CC#Cc1cccc(=O)o1	0.4	1290	0.01	976	i	·	·	·	·	-1.1	-0.49	-0.41	0.075	·	·	·	·	·
Cc1ccccc1-n1c(-c2ccco2)n[nH]c1=S	-1.6	554	0.58	1380	i	-12%	2	-31	-10%	0.13	-0.23	-0.18	0.15	2.1	1.0	3.8	i	6
O=S(=O)(Cc1c(F)cccc1Cl)c1ncn[nH]1	-0.3	1024	-0.07	1701	i	4%	-17	-1	0%	-0.1	-0.36	0.4	0.18	3.3	1.4	9.2	i	3
CCS(=O)(=O)c1ccc(OC)c(N=Nc2ccc(O)c3ncccc23)c1	0.2	1059	-0.23	1126	i	16%	12	2	4%	-0.99	-0.25	-0.62	0.73	1.1	0.2	20	i	1
COc1ccc(Cc2nn[nH]n2)cc1	0.5	1169	0	1280	i	-8%	91*	-4.0*	0%	-0.57	-0.3	-0.15	0.45	1.0	1.0	4.2	i	-7
